Pf gametocyte: P. falciparum stage V gametocyte viability inhibition; P. falciparum stage V gametocytes, ATP luminescence, 24 h; inhibition, % at 10.9 µM; 0.065% of 150,000 active; AID 743093;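 active = inhibition above the mean plus 3 SD of compounds within the control limits, set per campaign, cut at about 38% in these data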;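 also: 0% = DMSO wells and 100% = medium only without gametocytes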
The depositor's hits bear a star.

SMILES | Pf gametocyte
COc1ccccc1NC(=O)CSc1nc2ccccc2c(=O)n1C | -15
CCN1CCC(N2CCN(c3ccccc3OC)CC2)CC1 | -5
CN(C)C(=S)Oc1ccccc1-c1ccccc1OC(=S)N(C)C | -4
CCc1nc(SCc2ccc(OC)cc2)n[nH]1 | 0
Cc1ccccc1Cn1cc(S(=O)(=O)c2ccc(C(C)C)cc2)c(=O)c2cc3c(cc21)OCO3 | 18
Cc1nc(NC(=O)C2CC2)sc1C(=O)Nc1ccccc1Cl | -53
CS(=O)(=O)N1CCN(c2ccc(NC(=O)c3cc4ccccc4o3)cc2)CC1 | 9
CCOC(=O)[C@@H]1[C@H]2COc3ccccc3[C@H]2N2C(=O)N(c3ccc(F)cc3)C(=O)[C@]12C | 3
Cc1ccccc1OCCn1c(C)nc2ccccc21 | -13
C=CCNC(=O)C1CCC(=O)N1S(=O)(=O)c1ccc(C)cc1 (stereo unspecified) | 10
Cc1ccnc(NC(=O)CCC(=O)N(CC(=O)NC2CCCCC2)c2ccc3c(c2)OCO3)c1 | 16
COc1cc(C(=O)NC2CC(C)(C)CC(C)(C)C2)ccc1OC1CCN(C(C)=O)CC1 | -4
O=C(C[C@@H]1NS(=O)(=O)OC2CCCCC21)c1ccccc1 (stereo partly specified) | -14
COc1ccc(N(CC(=O)N2CCCCCC2)S(C)(=O)=O)cc1Cl | -18
CCCc1ccc2oc(C(=O)N3CCN(CC(=O)NC(C)C)CC3)c(C)c2c1 | 13

Three successive compounds out of the list so far, quoted:
SMILES | Pf gametocyte
Cc1ccnc(NC(=O)CCC(=O)N(CC(=O)NC2CCCCC2)c2ccc3c(c2)OCO3)c1 | 16
COc1cc(C(=O)NC2CC(C)(C)CC(C)(C)C2)ccc1OC1CCN(C(C)=O)CC1 | -4
O=C(C[C@@H]1NS(=O)(=O)OC2CCCCC21)c1ccccc1 (stereo partly specified) | -14

(list continues)
SMILES | Pf gametocyte
Cc1cc(-c2ccccc2)c2ccc(NC(=O)C(C)(C)C)nc2n1 | 0
COCCn1c(SCC(=O)Nc2cc(C)cc(C)c2)nc2ccccc2c1=O | 1
CCN(CC)c1ccc(NC(=O)c2ccc3c(c2)OCO3)cc1 | -30
N#CC[C@H](Cc1ccccc1)N1CC[C@@H](NC(=O)OCc2ccccc2)CCC1=O | 9
COc1ccc(S(=O)(=O)N(C)C[C@H]2Oc3ccc(NC(=O)NC(C)C)cc3C(=O)N([C@H](C)CO)C[C@@H]2C)cc1 | -7
C=CCOc1ccc(C2C3=C(CCCC3=O)N(CC(=O)O)C3=C2C(=O)CCC3)cc1OCC | 0
Cc1ccc2nc(-c3ccccc3)oc(=O)c2c1 | -9
Cc1ccccc1C(=O)OC1CCCN(C)C1 (stereo unspecified) | 21
CCOC(=O)C1CCCN(S(=O)(=O)Cc2ccc(Cl)cc2)C1 (stereo unspecified) | -8
COc1ccc(/C=N\Nc2ccccn2)c(OC)c1 | 0
C[C@H](CO)N1C[C@H](C)[C@@H](CN(C)S(=O)(=O)c2ccccc2)Oc2c(NC(=O)Nc3ccc(C(F)(F)F)cc3)cccc2C1=O | -35
CCSc1ccc([C@@H]2[C@H]3C(=O)N(CC)C(=O)[C@H]3[C@]3(C(=O)OC)CCCCN23)cc1 | -30
COC(=O)C1=C(C)NC(=O)NC1c1ccccc1Cl (stereo unspecified) | -2
C/C(=N\N(c1ccccc1)c1ccccc1)c1ccc(N)cc1 | -6
[O-][n+]1ccccc1/C=C/c1ccccc1 | 8
COc1ccc(-c2oc3ccccc3c2C(=O)OCc2ccc([N+](=O)[O-])cc2)cc1 | 2
Clc1ccccc1-c1nnc(-c2cccnc2)o1 | -19
CCOCCCNC(=O)c1ccc(C2SCC(=O)N2Cc2ccccc2)cc1 (stereo unspecified) | -4
Cc1cccc(C(=O)NNC(=O)c2ccccc2[N+](=O)[O-])c1 | 0
CCN1C(=O)N[C@@H](c2cccs2)C(C(=O)OC)=C1C | -69
NN=C(c1ccccc1)c1ccccc1 | -7
COc1ccccc1NC(=O)CSc1nnnn1-c1ccccc1OC | -25
OC(c1ccccc1)C(O)c1ccccc1 (stereo unspecified) | -9
O=C(NC(=S)NNC(=O)c1ccccc1O)c1ccc(F)cc1 | 4
Cc1ccc[n+](CC(=O)c2ccc(NC(=O)c3ccccc3)cc2)c1C | -10
CC(C)CC1NC(=O)c2ccccc2-n2c1nc1ccccc1c2=O (stereo unspecified) | 11
CCCCCCSc1cc(-c2nc3cc(C)ccn3c2NCCCC)ccc1OC | 8
CC1(C)CCC(=O)N2CC[C@H]3C[C@H](OC(=O)Nc4ccc5c(c4)OCO5)C[C@@H]1[C@H]32 | -21
Cc1ccc2c(c1)[C@H]1[C@H](CO2)[C@H](c2ccccc2)[C@]2(C)C(=O)N(CC3CCCO3)CC(=O)N12 (stereo partly specified) | -12
COc1ccc2c(c1)[C@@H]1[C@H](CO2)[C@H](c2ccccc2)[C@]2(C)C(=O)NCC(=O)N12 | -5

Rewritten in markdown: part of the list above.
| canonical_smiles | Pf gametocyte |
| --- | --- |
| CC(C)CC1NC(=O)c2ccccc2-n2c1nc1ccccc1c2=O (stereo unspecified) | 11 |
| CCCCCCSc1cc(-c2nc3cc(C)ccn3c2NCCCC)ccc1OC | 8 |

Remaining list, next part
SMILES | Pf gametocyte
C/C(=C\c1ccccc1F)C1Nc2cccc3cccc(c23)N1 | -10
COc1ccc(Nc2nc(N3CCOCC3)nc(N3CCOCC3)n2)cc1 | -3
COc1ccc(C2C(Oc3ccccc3)C(=O)N2c2ccc(C)c(C)c2)cc1OC (stereo unspecified) | 1
CC1(C)OC(C(O)(c2ccccc2)c2ccccc2)[C@@H](C(O)(c2ccccc2)c2ccccc2)O1 (stereo partly specified) | -8
CC(C)(C)OC(=O)N[C@@H](Cc1ccccc1)C(=O)N[C@@H](CO)[C@H](O)[C@@H]1C[C@@H]1C(=O)NC1CCCCC1 | 10
CC(=O)NC(c1cc(Cl)c2cccnc2c1O)C1CC1 (stereo unspecified) | -10
CCCCC/C=C/C1=CC(=O)C[C@H](c2ccc(Cl)cc2)C1 | 22
Cc1c(C)n(Cc2ccccc2)c2ccc(C(=O)O)cc12 | -2
COc1ccc(C(=O)c2sc(Nc3ccc(NC(C)=O)cc3)nc2C)cc1 | 5
O=S1(=O)CCOC[C@H](CC2CCCCC2)N1Cc1cccc(Cl)c1 | 3
COc1cc(CN2CCCC(C)C2)ccc1OCc1ccccc1 (stereo unspecified) | -29
Cc1nnc(NC(=O)CN2CC(C)OC(C)C2)s1 (stereo unspecified) | -4
Cc1cc(S(=O)(=O)c2ccc([N+](=O)[O-])cn2)ccc1Br | 11
COc1nc(-c2ccccc2)c2cc(Br)ccc2n1 | -2
CCOc1ccc(Nc2nc(N3CCOCC3)nc(N3CCOCC3)n2)cc1 | 0
O=C(Nc1ccc(Cn2ccnc2)cc1)c1cccc(C(F)(F)F)c1 | 8
O=C(Nc1ccc(F)c(Cl)c1)c1ccc2c(c1)OCO2 | -6
Cc1ccccc1Sc1ncccc1[N+](=O)[O-] | -8
CC(=O)Nc1ccc(S(=O)(=O)NCC2CC3CCC2C3)cc1 (stereo unspecified) | 19
CC1(C)CC(=O)C(C2C3=C(CC(C)(C)CC3=O)Oc3c(Br)cc(Br)cc32)=C(O)C1 (stereo unspecified) | -17
COc1ccccc1-c1nnc(-c2ccc(C)cc2)o1 | -17
Cc1cc(C(=O)Nc2ccc3c(c2)CCC3)ccc1[N+](=O)[O-] | 6
COc1cccc(Cn2cccc(NC(=O)NCc3ccccc3)c2=O)c1 | 16
COc1cc(CN2CCN(CCCc3ccccc3)C(CCO)C2)cc(OC)c1O (stereo unspecified) | 19
CCCCN(Cc1cc2cc(OC)ccc2[nH]c1=O)C(=O)COc1ccccc1 | -3
CCOc1ccccc1NC(=O)c1ccc2c(c1)C(=O)N(CC)C2=O | -1
CC(=O)NC(Cc1ccccc1C)C(=O)NC1CCN(c2c3c(nc4ncnn24)CCC3)CC1 (stereo unspecified) | -6
COC(=O)CCC(=O)N1CCCC(N2CCN(c3ccc(OC)cc3)CC2)C1 (stereo unspecified) | -5
COC(=O)CSc1nc(SC)nc2c1sc1nc(-c3ccco3)c3c(c12)CC(C)(C)OC3 | 9
CCNS(=O)(=O)c1ccc(CCC(=O)NCc2ccc3c(c2)OCO3)cc1 | -8

Part of the list above in order of number of heavy atoms, low to high:
SMILES | Pf gametocyte
CC(=O)Nc1ccc(S(=O)(=O)NCC2CC3CCC2C3)cc1 (stereo unspecified) | 19
COC(=O)CCC(=O)N1CCCC(N2CCN(c3ccc(OC)cc3)CC2)C1 (stereo unspecified) | -5
COC(=O)CSc1nc(SC)nc2c1sc1nc(-c3ccco3)c3c(c12)CC(C)(C)OC3 | 9

Carrying on.
SMILES | Pf gametocyte
CN(C)S(=O)(=O)n1cnc([C@@H]2[C@H]3C(=O)OC[C@@H]3C[C@@]23N=CN(Cc2ccccc2)C3=O)c1 | 2
Cc1ccc(S(=O)(=O)NC(C)CCc2ccccc2)cc1C(N)=O (stereo unspecified) | -9
CCCCn1c(-c2ccccc2C)nc2cc3[nH]c(=O)c(C(C)C)nc3cc21 | -11
COc1ccc2c(c1)C(=O)Cc1ccccc1O2 | 8
O=C(Nc1ccc(OC(F)(F)F)cc1)c1ccc2c(c1)no[n+]2[O-] | -43
CCCCCCSc1ccc([C@H]2N[C@@](CC(C)C)(C(=O)OC)[C@H]3C(=O)N(C)C(=O)[C@@H]23)cc1OC | 10
Cc1onc(-c2ccccc2)c1C(=O)NC(C)c1ccccc1 (stereo unspecified) | -4
COc1cc2cc(CCCOC(=O)c3cc(OC)c(OC)c(OC)c3)oc(=O)c2cc1OC | 5
C=CC[C@H](CC(=O)NCCO)C(=O)NC[C@@H](OC(=O)[C@@H](CC=C)Cc1ccc(F)cc1)c1ccccc1 | 17
Cc1ccc(-c2nnc(N3CCOCC3)c3ccccc23)cc1S(N)(=O)=O | -6
CC(=O)Nc1ccc(NC(=O)c2ccccc2N(Cc2ccccc2)S(C)(=O)=O)cc1 | 1
CCOC(=O)CCNC(=O)N1CCCC(C(=O)c2cccc(OC(C)C)c2)C1 (stereo unspecified) | -4
O=C(c1ccccc1)N1CCN(CC(O)COc2cccc3ccccc23)CC1 (stereo unspecified) | 11
CCC(=O)c1cn(CCOc2ccccc2OC)c2ccccc12 | -11
CC(=O)N[C@@H](C)c1nc2ccccc2n1CCCN1CCN(c2nc(-c3ccc(C)cc3)cs2)CC1 | 2
COc1ccc(OC)c(C(=O)c2c(C)oc3cc(Br)c(O)c(CN(C)C)c23)c1 | -22
O=C1c2ccccc2S(=O)(=O)c2cc(N3CCN(C(=O)c4ccccc4)CC3)ccc21 | 6
COc1ccc(NC(=O)c2ccc[n+]([O-])c2)cc1 | 11
Cc1ccc(OC(=O)CCC(=O)Nc2ccc(C)c(C)c2)cc1 | 4
Cc1ccc(NS(=O)(=O)c2c(C)ccc3nsnc23)c([N+](=O)[O-])c1 | -16
CCn1c(C(O)c2cc(OC)c(OC)c(OC)c2)nc2ccccc21 (stereo unspecified) | 2
c1ccc(C[C@H]2CNCCN2CC2CCCCC2)cc1 | -22
COc1ccc(-c2cn(CCN)c(-c3ccncc3)n2)cc1 | 13
COc1ccc([N+](=O)[O-])cc1N(CC(=O)N1CCN(Cc2ccccc2)CC1)S(C)(=O)=O | -14
Cc1c([N+](=O)[O-])cnc(Sc2ccccc2)c1[N+](=O)[O-] | 3
C[C@H]1CN([C@@H](C)CO)C(=O)c2cccc(NC(=O)c3nc4ccccc4s3)c2O[C@H]1CN(C)C(=O)Nc1ccc(F)cc1 | -7
O=C(N/N=C/c1ccccc1O)c1cccc2ccccc12 | -1
Cc1cc(OCc2nnc(SC(C)C(=O)O)n2-c2ccccc2)ccc1Cl (stereo unspecified) | -7
O=C(Nc1nnc(Cc2ccccc2F)s1)Nc1ccccc1F | -1
CCCS(=O)(=O)N1CCCC(C(=O)Oc2ccc(OC)cc2)C1 (stereo unspecified) | 2
NS(=O)(=O)OCC(Cc1ccccc1)N1C(=O)c2ccccc2C1=O (stereo unspecified) | 9
CCN(CC)CCC#CC1(O)c2ccccc2-c2ccccc21 | 1
CC(C(=O)NCc1cccnc1)c1ccc([N+](=O)[O-])cc1 (stereo unspecified) | -3
CCOC(=O)C(C(=O)N(C)Cc1ccccc1)C1CCCCC1 (stereo unspecified) | -4
COc1cc(/C=C2\SC(=Nc3ccc(Cl)c(C(=O)O)c3)NC2=O)c(Br)c(Br)c1O | -11
C[C@H](CO)N1C[C@H](C)[C@@H](CN(C)S(=O)(=O)c2cccs2)Oc2c(NS(=O)(=O)c3ccccc3)cccc2C1=O | -3
Cc1cccc(NS(=O)(=O)c2cccc(C(=O)Nc3cccc(C(=O)O)c3)c2)c1 | 16
O=C1CCN(Cc2ccc(Br)cc2)CCN1[C@H](CO)c1ccccc1 | -7
COC(=O)[C@@]12CCCCN1[C@H](c1ccc(-c3ccc(C(C)=O)cc3)c(OC)c1)[C@@H]1C(=O)N(C)C(=O)[C@@H]12 | -12
Cc1ccnc(Nc2nc(-c3ccc(F)cc3)cs2)c1 | -6

Gathered by group, the compounds so far containing bromine.
SMILES | Pf gametocyte
Cc1cc(S(=O)(=O)c2ccc([N+](=O)[O-])cn2)ccc1Br | 11
COc1nc(-c2ccccc2)c2cc(Br)ccc2n1 | -2
CC1(C)CC(=O)C(C2C3=C(CC(C)(C)CC3=O)Oc3c(Br)cc(Br)cc32)=C(O)C1 (stereo unspecified) | -17
COc1ccc(OC)c(C(=O)c2c(C)oc3cc(Br)c(O)c(CN(C)C)c23)c1 | -22
COc1cc(/C=C2\SC(=Nc3ccc(Cl)c(C(=O)O)c3)NC2=O)c(Br)c(Br)c1O | -11
O=C1CCN(Cc2ccc(Br)cc2)CCN1[C@H](CO)c1ccccc1 | -7

Compound activity: PubChem BioAssay, The Scripps Research Institute Molecular Screening Center

Only part of the results is shown; count on the stated rates, not on these rows.
